# Screening data: PubChem BioAssay, National Center for Advancing Translational Sciences (NCATS)
# BRCA1 expr act = activators of BRCA1 expression. MCF7-BRCA1-FFLuc reporter, luminescence, 48 h; response scale: scaled: vehicle 0%, 10 µM genistein 100%. Potency, µM (titrated, usually from 46.1 µM), for inactives: at the top dose activation, hits mostly activators. 380,000 tested, 1.1% active. AID 624202; further: nearly all actives have a fitted effect of over 80% in size; some results filed as inactive show a strong effect at the top dose
#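 Activators of BRCA1 expression were detected as increased firefly luciferase luminescence in engineered MCF7 cells after 48 h compound incubation. Signals were scaled to genistein 10 microM as full activation.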
# Rab9 prom act = Rab9 promoter activation; Huh7 Rab9 promoter-luciferase reporter, luminescence, 24 h; Potency, µM (doses to about 9.22 µM), without a hit: at the top dose activation, negative = inhibition, usual class: activators; AID 485297; 320,000 tested, 2.8% active; further: % of control where 0% means no effect; nearly all actives have a fitted effect of over 60% in size
#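 Stable Rab9-luc Huh7, 1500 cells/well, 2 h settle; cmpd in DMSO, 24 h, 37 °C/5% CO2; luciferase reagent 10 min RT; luminescence.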
# p53 reactivation = restores transcriptional activity of mutant p53 | H1299 p53-A138V BP100-luciferase reporter, luminescence, 24 h | Potency, µM (highest dose often 92.2 µM), for inactives: at the top dose activity change, positive = activation, usual class: activators | 320,000 tested, 0.063% active | AID 504706; further: % of control where 0% means no effect; nearly all actives have a fitted effect of over 45% in size
#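 H1299 (p53-null), stable ts p53-A138V + BP100-Luc; 1000 cells/well, Opti-MEM/10% FBS; cpd 4 pt, 1:5; 24 h, 37 deg C, 5% CO2; detection reagent 10 min RT; luminescence.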
# NPC1 promoter act = NPC1 promoter activation. Huh7 NPC1 promoter luciferase reporter, 24 h. Potency, µM (titrated, usually from 9.22 µM), for inactives: at the top dose activation, actives largely listed as activators. 320,000 tested, 2.4% active. AID 485313;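 further: % of control where 0% means no effect; nearly all actives have a fitted effect of over 60% in size; reporter is driven by a mutant NPC1 promoter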
#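 Luminescence from an NPC1 promoter-driven luciferase reporter in stably transfected Huh7 cells was measured after 24 h compound treatment at 37 °C, followed by 10 min ambient incubation with luciferase detection reagent.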
# ELG1 genotox = genotoxicity induction in ELG1-luciferase HEK293T cells. HEK293T ELG1-luciferase reporter, luminescence, 16 h. Potency, µM (titrated, usually from 46 µM), for the others: top-dose activity change, positive = activation, actives largely listed as activators. 330,000 tested, 1.3% active. AID 504466; further: % of control where 0% means no effect; nearly all actives have a fitted effect of over 60% in size
#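 Genotoxicity was scored as increased ELG1-luciferase reporter signal, measured by ONE-Glo luminescence (30 min, room temperature). Compound or vehicle exposure of the HEK293T reporter cells lasted 16 hr at 37°C.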
# uPA surface inh = inhibitors of cell surface uPA generation; cell surface uPA generation assay, qHTS; 330,000 tested, 0.31% active; Potency, µM (titrated, usually from 38.3 µM), without a hit: at the highest dose activity change, negative = inhibition, actives largely listed as inhibitors; active means well fitted inhibition curve with a large enough effect; inconclusive means small, poorly fitted or top-dose-only effect; inactive means no such curve, though single readings can be large or run the other way; tested in mouse RAW 264.7 cells; further: on the % scale 0 is the no-effect control and ±100 the full control effect; nearly all actives have a fitted effect of over 55% in size
# RORgamma inh = blocks mouse ROR gamma transcriptional activity; Potency, µM (doses to about 53.6 µM), for the others: at the top dose activity change, negative = inhibition, most hits filed as inhibitors; 310,000 tested, 5.4% active; AID 2551; P51450; Drosophila S2 Gal4-RORgamma UAS-luciferase reporter, 20 h; further: on the % scale 0 is the no-effect control and ±100 the full control effect; nearly all actives have a fitted effect of over 60% in size
#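 Compounds are pin-transferred onto Drosophila Schneider cells expressing a copper-inducible Gal4–ROR gamma transactivation domain fusion. After 1 hr, copper sulfate is added to 700 uM final; luciferase is read 20 hr later.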
# VP16 counter = Gal4-VP16 reporter inhibition counter-screen; Drosophila S2 Gal4-VP16 UAS-luciferase, luminescence, 20 h; 310,000 tested, 3.5% active; Potency, µM (top dose mostly 53.6 µM), for inactives: at the top dose activity, negative = inhibition, most hits filed as inhibitors;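 further: Gal4-VP16 expression switched on by copper sulfate through the metallothionein promoter; on the % scale 0 is the no-effect control and ±100 the full control effect; nearly all actives have a fitted effect of over 50% in size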
# MBNL1-CUG inh = MBNL1-poly(CUG) RNA binding inhibition | Q9NR56 | TR-FRET MBNL1-His/biotin-(CUG)12 binding, 665/545 ratio | Potency, µM (highest dose often 57.5 µM), for the others: at the highest dose activity change, negative = inhibition, most hits filed as inhibitors | 280,000 tested, 0.036% active | AID 2675; active means well fitted inhibition curve with a large enough effect in the signal ratio, with a control signal flat, not every such curve was filed as active; inconclusive means small, poorly fitted or top-dose-only effect, or effect the other way, or a change in a side signal; inactive means no such curve, though single readings can be large or run the other way; the % refers to the signal ratio; further: on the % scale 0 is the no-effect control and ±100 the full control effect
# Target sequence (Q9NR56 whole entry, looked up): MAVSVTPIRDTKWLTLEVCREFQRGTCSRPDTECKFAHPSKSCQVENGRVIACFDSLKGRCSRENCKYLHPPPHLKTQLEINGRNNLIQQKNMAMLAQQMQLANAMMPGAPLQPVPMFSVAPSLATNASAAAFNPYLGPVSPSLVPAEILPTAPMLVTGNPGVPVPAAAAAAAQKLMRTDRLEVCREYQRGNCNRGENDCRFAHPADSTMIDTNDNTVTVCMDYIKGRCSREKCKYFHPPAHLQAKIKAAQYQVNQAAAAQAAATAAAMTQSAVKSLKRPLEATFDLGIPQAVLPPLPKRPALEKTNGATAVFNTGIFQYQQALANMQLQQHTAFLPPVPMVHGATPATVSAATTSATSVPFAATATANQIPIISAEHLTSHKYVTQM
#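 Compounds (final 92 nM to 58 uM) are added to His-tagged MBNL1 and biotin-(CUG)12, then terbium anti-His antibody and streptavidin-XL665 (5 nM final). After 60 min at room temperature, the 665/545 nm ratio is read.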
# FLuc modulator = counter-screen for miR-21 project: firefly luciferase inhibitors or activators; 360,000 tested, 6.9% active; purified FLuc, Km substrates, luminescence inhibition; AID 588342; Potency, µM (top dose mostly 57.5 µM), for inactives: at the highest dose activity change, negative = inhibition, usual class: inhibitors; P08659;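 further: plate controls were vehicle for no effect and reference inhibitor for full effect; nearly all actives have a fitted effect of over 55% in size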
# Target sequence (P08659 whole entry, looked up): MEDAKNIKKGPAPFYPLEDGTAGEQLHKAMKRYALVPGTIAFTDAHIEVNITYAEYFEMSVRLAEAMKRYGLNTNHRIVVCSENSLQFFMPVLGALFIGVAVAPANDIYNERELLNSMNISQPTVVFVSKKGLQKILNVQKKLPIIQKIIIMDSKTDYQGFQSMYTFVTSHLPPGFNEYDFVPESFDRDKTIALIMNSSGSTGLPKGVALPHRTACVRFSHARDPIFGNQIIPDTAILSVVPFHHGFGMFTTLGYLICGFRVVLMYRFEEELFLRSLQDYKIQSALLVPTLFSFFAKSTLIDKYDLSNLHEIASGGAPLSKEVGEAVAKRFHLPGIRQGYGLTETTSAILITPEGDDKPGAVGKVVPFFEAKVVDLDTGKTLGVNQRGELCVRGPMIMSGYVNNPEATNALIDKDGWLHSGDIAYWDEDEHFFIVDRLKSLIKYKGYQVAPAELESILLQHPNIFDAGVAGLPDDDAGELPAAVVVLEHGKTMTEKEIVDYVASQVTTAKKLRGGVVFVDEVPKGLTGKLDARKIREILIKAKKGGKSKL
#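 Purified P. pyralis luciferase (10nM final) with 10uM D-luciferin and 10uM ATP (Km levels) in 50mM Tris acetate pH 7.5, 10mM Mg acetate, 0.01% Tween-20, 0.05% BSA; qHTS 6-point titration, ~60 µM downward; luminescence read.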
# * hit, by the source's call; ? = inconclusive; nt = not tested or not shown; [ ] = another dose, or the depositor's remark. Unless noted, the call rests on the fitted dose curve; in most records, active means well fitted curve in the direction sought with a large enough effect; inconclusive means small, poorly fitted or top-dose-only effect, or another doubt; inactive means no such curve, though single readings can be large; an effect the other way counts as inactive or inconclusive. Potency means the concentration at half of the fitted maximal effect. This is a random part of the collection, and some 13% of all compounds hit somewhere here.
1	CN(Cc1ccccc1)C(=O)C(C(=O)c1ccc(F)cc1)n1cc(Cl)ccc1=O (stereo not given)
2	CN(CC1CCCO1)S(=O)(=O)c1ccc(C(=O)Nc2nccs2)cc1 (stereo not given)
3	Cc1cccc(C)c1NC(=O)CNC(=O)c1ccc2c(c1)OCCO2
4	O=C(c1ccco1)N1CCN(S(=O)(=O)c2ccc3c(c2)CCN3C(=O)C2CC2)CC1
5	N#CCOc1ccccc1/C=C/c1nc2ccccc2c(=O)[nH]1
6	O=C(CN1C(=O)C2CCCCC2C1=O)Nc1cccc([N+](=O)[O-])c1 (stereo not given)
7	CCCC(=O)NC(NC1CCS(=O)(=O)C1)C(Cl)(Cl)Cl (stereo not given)
8	CCCN1CNC(=S)N(CC2CCCO2)C1 (stereo not given)

entry no.	1	2	3	4	5	6	7	8
BRCA1 expr act	?	28%	-5%	-30%	?	37%	14%	-1%
Rab9 prom act	?	12%	2%	-7%	?	8%	0%	-3%
p53 reactivation	14%	8%	11%	-4%	?	-3%	2%	-9%
NPC1 promoter act	?	14%	-2%	-1%	?	9%	-6%	1%
ELG1 genotox	?	0%	-4%	-2%	15%	-2%	0%	1%
uPA surface inh	-14%	15%	0%	-2%	-2%	1%	5%	-6%
RORgamma inh	19%	-26%	nt	41%	?	nt	11%	?
VP16 counter	-8%	5%	nt	-18%	?	nt	-8%	?
MBNL1-CUG inh	-7%	-11%	nt	5%	30%	nt	26%	nt
FLuc modulator	-13%	?	-3%	-2%	?	-3%	-3%	2%

9	CN1CCC(OC(=O)c2cccc(Cl)c2)CC1
10	O=C(Cc1csc(Nc2nc(=S)[nH]c3ccccc23)n1)N1CCN(c2cccc(Cl)c2)CC1
11	O=C(NCCCN1CCCCC1)C1CCN(S(=O)(=O)N2CCC3(CC2)OCCO3)CC1
12	O=C1NC(NS(=O)(=O)c2ccc(Cl)cc2)(C(F)(F)F)C(=O)N1Cc1cccnc1 (stereo not given)
13	Cc1occc1-c1nnc(SCC(=O)NCCc2ccccc2)n1Cc1ccccc1
14	Cc1ccc(NC(=O)CN2CCN(Cc3ccccc3)CC2)cc1F
15	CC(OC(=O)/C=C/c1cccc(C(F)(F)F)c1)C(=O)NC1CCCCC1C (stereo not given)
16	Cc1c(Cl)c([N+](=O)[O-])nn1CC(=O)NCc1ccco1

entry no.	9	10	11	12	13	14	15	16
BRCA1 expr act	9%	-58%	5%	2%	-35%	-26%	-1%	-5%
Rab9 prom act	1%	-5%	-13%	-7%	11%	0%	-2%	-6%
p53 reactivation	0%	-1%	0%	15%	-31%[inhibitor]	-3%	-3%	-1%
NPC1 promoter act	-1%	-3%	3%	1%	1%	-6%	-1%	-1%
ELG1 genotox	0%	4%	0%	0%	0%	6%	0%	1%
uPA surface inh	-1%	2%	0%	-1%	0%	0%	4%	-11%
RORgamma inh	-3%	1µM*	2%	-2%	29%	2%	nt	17%
VP16 counter	9%	5µM*	-9%	-11%	2%	5%	nt	3%
MBNL1-CUG inh	nt	-2%	4%	?	9%	2%	nt	15%
FLuc modulator	-4%	5%	1%	-1%	0%	2%	-1%	2%

17	COc1cc(OC)c(/C=N/n2c(C)nnc2C)c(OC)c1
18	O=C(CSC(=S)N1CCSCC1)c1ccc(Cl)cc1
19	CCc1ccc(NC(=O)NCC2CCN(Cc3cccc(Cl)c3)CC2)cc1
20	O=c1oc(-c2ccco2)nc2c1cnn2-c1ccccc1
21	CCOc1ccc(NC(=O)c2ccccc2NC(=O)CN(C)CC(=O)Nc2ccc(C)cc2)cc1
22	CCOc1ccc(N2CC(C(=O)NNC(=O)c3ccc(F)cc3)CC2=O)cc1 (stereo not given)
23	O=C(COc1ccc(Cl)cc1)Nc1ccc2oc(=O)ccc2c1
24	Nc1nncn1C(=O)CCCN1C(=O)c2ccccc2C1=O

entry no.	17	18	19	20	21	22	23	24
BRCA1 expr act	-3%	?	-39%	0%	-35%	10%	-10%	7%
Rab9 prom act	1%	1.6µM*	-7%	2%	-2%	2%	3%	0%
p53 reactivation	2%	15%	2%	4%	-16%	0%	0%	-9%
NPC1 promoter act	1%	3.2µM*	-1%	-4%	-4%	-1%	-1%	-1%
ELG1 genotox	1%	?	-5%	0%	-1%	2%	10%	-1%
uPA surface inh	-3%	-1%	-27%	3%	4%	-15%	-3%	-3%
RORgamma inh	-39%	24%	-29%	0%	-14%	nt	-15%	-3%
VP16 counter	-12%	-22%	4%	?	9%	nt	2%	-3%
MBNL1-CUG inh	4%	nt	1%	5%	1%	nt	2%	9%
FLuc modulator	0%	3µM*	-2%	-2%	5%	2%	0%	-1%

25	Cc1csc2nc(NC(=O)c3ccccc3)sc(=O)c12
26	CCOc1cc(C(=S)N2CCOCC2)ccc1OC(=O)c1cccc(C)c1
27	Cc1ccc(Nc2nc(N)nc(CN3CCc4ccccc4C3)n2)cc1
28	O=C1C(c2ccc(F)cc2)N(C2CCCCC2)C(=O)CN1C1CCCC1 (stereo not given)
29	C/C(CC(=O)Nc1ccc(C)c(Cl)c1)=N\NC(=O)c1ccccn1
30	Cc1ccc(Cl)cc1NC(=O)CCS(=O)(=O)c1cccc2nonc12
31	O=C(NCCN1CCOCC1)c1cc2ccccc2oc1=O
32	O=C(NCc1ccccc1)c1ccc(S(=O)(=O)C(F)F)cc1

entry no.	25	26	27	28	29	30	31	32
BRCA1 expr act	-46%	-25%	0%	-21%	?	-14%	32%	-16%
Rab9 prom act	18%	-1%	-14%	-4%	-4%	-1%	5%	3%
p53 reactivation	9%	nt	-5%	-4%	?	0%	13%	6%
NPC1 promoter act	0%	1%	1%	0%	-1%	1%	13%	-1%
ELG1 genotox	?	-11%	5%	0%	9%	-29%	5%	-4%
uPA surface inh	1%	5%	-3%	nt	-9%	3%	10%	-1%
RORgamma inh	11%	-15%	?	17%	11%	34%	4%	23%
VP16 counter	1%	0%	-11%	-4%	-4%	2%	2%	-2%
MBNL1-CUG inh	14%	2%	4%	3%	7%	?	?	0%
FLuc modulator	4.3µM*	1%	1%	1%	-3%	1%	-4%	-8%

33	Cc1ccnc(NC(=O)COc2ccc(Cl)cc2)n1
34	CN(C(=O)CSc1nc(-c2ccccc2)cs1)C1CCS(=O)(=O)C1 (stereo not given)
35	COc1ccc2c(CCNC(N)=S)c[nH]c2c1
36	CCc1n(CC(O)COCc2ccccc2)c2ccccc2[n+]1C (stereo not given)
37	CCOC(=O)c1ccc(NC(=O)C2COc3ccccc3O2)cc1 (stereo not given)
38	Cc1ccc(NC(=O)NCCc2ccc(S(N)(=O)=O)cc2)cc1
39	Cc1ccc(S(=O)(=O)N2CCN(CCOc3cccc(C)c3)CC2)cc1
40	CNc1ccncc1S(=O)(=O)NC

entry no.	33	34	35	36	37	38	39	40
BRCA1 expr act	6%	48%	24%	-9%	31%	-12%	-4%	18%
Rab9 prom act	21%	-5%	3%	8%	7%	-6%	-3%	-6%
p53 reactivation	15%	21%	1%	-3%	nt	1%	-3%	-13%
NPC1 promoter act	19%	-1%	1%	-2%	8%	-2%	0%	0%
ELG1 genotox	?	2%	2%	-2%	4%	-2%	-1%	-3%
uPA surface inh	5%	10%	8%	-3%	0%	5%	-6%	0%
RORgamma inh	-2%	19%	-27%	-10%	-10%[1.91 µM]	11%	nt	5%
VP16 counter	-3%	19%	-2%	3%	5%	1%	nt	-19%
MBNL1-CUG inh	-7%	2%	-9%	-3%	-7%	-1%	nt	-4%
FLuc modulator	24µM*	-19%	?	-3%	?	1%	nt	7%

41	Cc1cc(C)n(CCC(=O)N2CCN(S(=O)(=O)c3ccc(C)c(C)c3)CC2)n1
42	CCCCn1c(N)c(N(CC)C(=O)c2ccco2)c(=O)[nH]c1=O
43	Cc1cc(=O)n(CCCc2ccccc2)[nH]1
44	CC(C)N1C(=O)c2ccc(C(=O)O)cc2C1=O

entry no.	41	42	43	44
BRCA1 expr act	-4%	-4%	24%	26%
Rab9 prom act	2%	-7%	-5%	-1%
p53 reactivation	7%	9%	18%	-7%
NPC1 promoter act	-10%	-2%	-2%	0%
ELG1 genotox	-1%	2%	3%	3%
uPA surface inh	0%	2%	-6%	6%
RORgamma inh	-23%	nt	nt	12%
VP16 counter	-6%	nt	nt	1%
MBNL1-CUG inh	-8%	nt	nt	15%
FLuc modulator	1%	-1%	0%	-2%
